NPSR antag: blocks cAMP signaling of the human neuropeptide S receptor; CHO-NPSR cells, cAMP TR-FRET, antagonist mode; actives 1% (n = 220,000); Potency, µM (series often up to 38.3 µM), for inactives: at the highest dose activity change, negative = inhibition, usual class: inhibitors; note: % is set by controls: 0 for no effect and ±100 for the full control effect; nearly all actives have a fitted effect of over 50% in size; many of its hits are not listed in these tables
Target sequence (Q6W5P4 whole entry, looked up): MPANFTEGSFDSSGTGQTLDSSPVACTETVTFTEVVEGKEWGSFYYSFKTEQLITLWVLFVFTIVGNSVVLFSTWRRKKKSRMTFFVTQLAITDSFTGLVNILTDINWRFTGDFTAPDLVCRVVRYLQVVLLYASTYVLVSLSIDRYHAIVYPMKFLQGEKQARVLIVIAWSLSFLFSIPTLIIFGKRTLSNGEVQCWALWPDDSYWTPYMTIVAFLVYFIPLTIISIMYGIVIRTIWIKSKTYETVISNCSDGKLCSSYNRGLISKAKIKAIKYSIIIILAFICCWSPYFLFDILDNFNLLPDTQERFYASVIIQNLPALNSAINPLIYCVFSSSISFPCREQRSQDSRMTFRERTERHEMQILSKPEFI
ALDH1A1 block: ALDH1A1 (human) enzyme inhibition; P00352; Purified ALDH1A1, NADH fluorescence, propionaldehyde substrate; Potency, µM (highest dose often 75.3 µM), inactives show top-dose activity, negative = inhibition, actives largely listed as inhibitors; actives 7.3% (n = 220,000); AID 1030; active = well fitted inhibition curve with a large enough effect, not every such curve was filed as active; inconclusive = small, poorly fitted or top-dose-only effect, or another doubt; inactive = no such curve, though single readings can be large or run the other way;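 note: plate controls were no enzyme wells and a reference inhibitor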
Target sequence (P00352 whole entry, looked up): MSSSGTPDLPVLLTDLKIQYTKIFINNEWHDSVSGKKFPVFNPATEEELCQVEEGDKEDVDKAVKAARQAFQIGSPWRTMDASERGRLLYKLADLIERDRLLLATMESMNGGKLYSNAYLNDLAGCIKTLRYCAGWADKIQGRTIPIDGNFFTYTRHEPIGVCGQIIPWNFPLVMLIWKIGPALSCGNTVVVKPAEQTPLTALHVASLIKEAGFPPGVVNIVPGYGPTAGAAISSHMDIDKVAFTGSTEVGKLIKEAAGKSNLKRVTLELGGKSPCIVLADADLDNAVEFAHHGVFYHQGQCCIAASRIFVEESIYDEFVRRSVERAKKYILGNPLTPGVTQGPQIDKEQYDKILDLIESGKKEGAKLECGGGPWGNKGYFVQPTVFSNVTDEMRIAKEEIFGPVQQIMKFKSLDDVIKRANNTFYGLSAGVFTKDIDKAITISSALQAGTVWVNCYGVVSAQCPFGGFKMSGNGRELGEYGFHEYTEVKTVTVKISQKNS
Epigenetic reg: derepresses silenced GFP reporter in murine cells; Potency, µM (highest dose often 53.9 µM), without a hit: top-dose GFP activation, most hits filed as activators; murine LDR cells, GFP reporter derepression, 30 h; actives 0.2% (n = 280,000); note: % of control where 0% means no effect; nearly all actives have a fitted effect of over 60% in size
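Derepression of a silenced CMV-GFP reporter in murine LDR cells is scored by enumerating GFP-positive cells with a laser-scanning microplate cytometer after 30 hours of treatment at 37 C.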
Tau fluor counter: counter-screen for tau fibril formation inhibitors | tau K18 P301L (four-repeat tau fragment) Alexa594 fluorescence, heparin fibrillization | Potency, µM (series often up to 57.7 µM), for inactives: at the highest dose activity change, negative = decrease | actives 0.93% (n = 280,000) | AID 1463; note: % is set by controls: 0 for no effect and ±100 for the full control effect; nearly all actives have a fitted effect of over 55% in size
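Human K18 P301L tau (15 uM unlabeled plus 0.24 uM Alexa 594-labeled, final) in 100 mM sodium acetate pH 7 was mixed with compound and 20 uM heparin and incubated 6 hr at 37 C.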
GAA inh: inhibitors of human lysosomal alpha-glucosidase; P10253; purified human GAA, 4-MU-alpha-glucoside fluorescence; Potency, µM (top dose mostly 76.9 µM), for inactives: at the top dose activity change, negative = inhibition, most hits filed as inhibitors; actives 0.005% (n = 200,000);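 note: plate controls were uninhibited enzyme wells for no effect and no-enzyme background for full effect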
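AC50 values come from Hill fits of compound titrations (up to 77 uM) against 4 nM human enzyme. Substrate 4-methylumbelliferyl-alpha-D-pyranoside at 400 uM, pH 5.0 citrate buffer, 20 min room temperature; fluorescence Ex 365/Em 440 after alkaline stop.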
GLA spleen mod: inhibits or activates alpha-galactosidase in human spleen homogenate | P06280 | human spleen homogenate, 4MU-alpha-Gal fluorescence, 40 min | Potency, µM (titrated, usually from 80 µM), without a hit: at the highest dose activity change, negative = inhibition, hits mostly inhibitors | actives 0.008% (n = 240,000) | AID 2107;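 note: 0% = enzyme with vehicle and -100% = no enzyme basal signal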
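Spleen homogenate 1 ug + cpd (titration) + 4-MU-alpha-D-galactopyranoside 1 mM; 37C 40 min; 50 mM citrate/phosphate pH 5.0, 0.01% Tween-20; stop pH 10; fluorescence 365/440; AC50 via Hill.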
GAA glycogen mod: GAA glycogen-cleavage inhibition or activation; actives 0.38% (n = 300,000); Potency, µM (top dose mostly 76.4 µM), for inactives: at the highest dose activity change, negative = inhibition, actives largely listed as inhibitors; recombinant GAA, glycogen substrate, Amplex Red glucose oxidase fluorescence; AID 2100; P10253;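 note: 0% = full enzyme reaction and -100% = no-enzyme basal signal; the screen sought inhibitors and activators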
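Recombinant human enzyme (4 nM); glycogen substrate; 37 C, 40 min, pH 5.0. Readout: coupled glucose oxidase/Amplex Red fluorescence.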
GAA spleen mod: inhibits or activates alpha-glucosidase in human spleen homogenate. human spleen homogenate, 4-MU-alpha-glucoside fluorescence. actives 0.006% (n = 240,000). P10253. Potency, µM (series often up to 79.9 µM), without a hit: top-dose activity change, negative = inhibition, most hits filed as inhibitors;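 note: 0% = enzyme with vehicle and -100% = no enzyme basal signal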
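Human spleen homogenate (1 ug) incubated with compounds and 1 mM 4-methylumbelliferyl-alpha-D-glucopyranoside in pH 5.0 citrate/phosphate buffer, 37 C, 40 min. Stopped at pH 10; 4-MU fluorescence (Ex 365/Em 440 nm); AC50 by Hill fit.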
Active calls of the source: *; & = joins results of further samples; [ ] = dose if it differs, or a comment. Unless noted, calls come from the whole dose curve; as a rule, active = well fitted curve in the direction sought with a large enough effect; inconclusive = small, poorly fitted or top-dose-only effect, or another doubt; inactive = no such curve, though single readings can be large; an effect the other way counts as inactive or inconclusive. Potency is the fitted concentration of half-maximal effect.

How did Cc1ccc(NC(=O)CSCc2ccc(F)cc2)cc1 do in these assays?
NPSR antag: -1%; ALDH1A1 block: -4%; Epigenetic reg: -0.9%; Tau fluor counter: -4%; GAA inh: -7%; GLA spleen mod: -7%; GAA glycogen mod: 7%; GAA spleen mod: -1%

Results for CN(C)C(=O)CSc1nnc(NC(=O)CCc2ccccc2)s1 ?
NPSR antag: -27%; Epigenetic reg: 0.0%; Tau fluor counter: -11%; GLA spleen mod: 7%; GAA glycogen mod: 5%; GAA spleen mod: 5%

Results for Cn1c(Cn2c(=O)sc3ccccc32)nnc1SCC(=O)N1CCCc2ccccc21 ?
NPSR antag: inconclusive; ALDH1A1 block: -5%; Epigenetic reg: -1.0%; Tau fluor counter: -4%; GAA inh: 2%; GLA spleen mod: -2%; GAA glycogen mod: 2%; GAA spleen mod: -9%

Results for COc1ccc(N2C(=O)C3C(C2=O)C2C=CC3C23CC3)c([N+](=O)[O-])c1 (configuration not stated) ?
NPSR antag: -3%; ALDH1A1 block: -2%; Epigenetic reg: 2.9%; Tau fluor counter: -7%; GAA inh: -5%; GLA spleen mod: -9%; GAA spleen mod: 9%

What do the screens show for `C=CCn1c(N)c(C(=O)NCCC2=CCCCC2)sc1=S`?
NPSR antag: 17%[46.1 µM]; ALDH1A1 block: 3.5µM*; Epigenetic reg: -0.9%; Tau fluor counter: inconclusive; GAA inh: -9%; GLA spleen mod: -7%; GAA glycogen mod: -3%; GAA spleen mod: -4%

How did Cc1nc(-c2ccc(S(=O)(=O)Oc3ccccc3Cl)s2)cs1 do in these assays?
NPSR antag: inconclusive; ALDH1A1 block: inconclusive; Epigenetic reg: 2.2%; Tau fluor counter: inconclusive; GAA inh: -7%; GLA spleen mod: -17%; GAA glycogen mod: -3%; GAA spleen mod: -3%

What do the screens show for `CN(Cc1ccco1)c1cc(-c2ccccc2Cl)ncn1`?
ALDH1A1 block: -15%; Epigenetic reg: 16%; Tau fluor counter: -13%; GLA spleen mod: 2%; GAA spleen mod: -19%

What do the screens show for `Cc1ccc(NC(=O)C2CCN(S(=O)(=O)c3c(C)noc3C)CC2)cc1C`?
NPSR antag: -20%; ALDH1A1 block: 1%; Epigenetic reg: -0.5%&1.3%; Tau fluor counter: -16%&-19%; GAA inh: 1%; GLA spleen mod: 4%; GAA glycogen mod: -7%; GAA spleen mod: 2%

What do the screens show for `N#Cc1cc(C(=O)c2ccccc2OCC(=O)Nc2ccccc2Cl)cn(C2CCCCC2)c1=O`?
NPSR antag: 1%; ALDH1A1 block: inconclusive; Epigenetic reg: 1.0%; Tau fluor counter: -17%; GAA inh: inconclusive; GLA spleen mod: -3%; GAA glycogen mod: 4%; GAA spleen mod: -7%

Results for Nc1nc(SCC(=O)N2CCCc3ccccc32)n(-c2ccccc2)n1 ?
NPSR antag: -7%[46.1 µM]; ALDH1A1 block: inconclusive; Epigenetic reg: -4.3%; Tau fluor counter: -7%; GAA inh: -7%; GLA spleen mod: 3%; GAA glycogen mod: -14%; GAA spleen mod: 8%

Results for COc1ccccc1C(=O)Nc1ccc(Cc2ccncc2)cc1 ?
NPSR antag: -5%; ALDH1A1 block: 14%; Epigenetic reg: -1.6%; Tau fluor counter: inconclusive; GAA inh: 3%; GLA spleen mod: 5%; GAA glycogen mod: -2%; GAA spleen mod: 0%

Results for CCCCN(C)C(=O)c1sc2ncn(CC)c(=O)c2c1C ?
NPSR antag: -4%[46.1 µM]; ALDH1A1 block: 0%; Epigenetic reg: -0.7%; Tau fluor counter: 4%; GAA inh: 4%; GLA spleen mod: 16%; GAA glycogen mod: -1%; GAA spleen mod: -4%

How did Cc1cc(-c2csc(N)n2)c(C)n1Cc1ccco1 do in these assays?
NPSR antag: -40%; ALDH1A1 block: inconclusive; Epigenetic reg: -2.1%; Tau fluor counter: inconclusive; GAA inh: 1%; GLA spleen mod: 4%; GAA glycogen mod: -7%; GAA spleen mod: 2%

What do the screens show for `CC(=O)C1=C(O)C(=O)N(CCc2c[nH]c3ccccc23)C1c1ccc(O)cc1` (configuration not stated)?
NPSR antag: 7%[46.1 µM]; ALDH1A1 block: -7%; Epigenetic reg: -1.1%; Tau fluor counter: -21%; GAA inh: 3%; GLA spleen mod: -2%; GAA glycogen mod: -1%; GAA spleen mod: -6%

What do the screens show for `O=C(NC(NCc1ccccn1)(C(F)(F)F)C(F)(F)F)c1ccco1`?
NPSR antag: 10%[46.1 µM]; ALDH1A1 block: 9%; Epigenetic reg: -1.8%; Tau fluor counter: 6%; GAA inh: -3%; GLA spleen mod: -3%; GAA glycogen mod: 7%; GAA spleen mod: -6%

What do the screens show for `CC(C)(C)NS(=O)(=O)c1cc(C(=O)O)ccc1Cl`?
NPSR antag: 8%; ALDH1A1 block: 8%; Epigenetic reg: -1.4%; Tau fluor counter: 1%; GAA inh: -1%; GLA spleen mod: 0%; GAA glycogen mod: 7%; GAA spleen mod: 3%

What do the screens show for `O=C(NN=C1CCCC1)c1ccn[nH]1`?
NPSR antag: 21%; ALDH1A1 block: 8%; Epigenetic reg: 3.0%; Tau fluor counter: -2%; GAA inh: 2%; GLA spleen mod: 24%; GAA glycogen mod: -11%; GAA spleen mod: 0%

Results for COc1ccc(C(=O)Cn2c(N3CCOCC3)nc3c2c(=O)n(C)c(=O)n3C)cc1 ?
NPSR antag: 14%[46.1 µM]; ALDH1A1 block: 11%; Epigenetic reg: 0.4%; Tau fluor counter: -4%; GAA inh: -3%; GLA spleen mod: 9%; GAA glycogen mod: 10%; GAA spleen mod: 1%

Results for CCOCCOC(=O)C(C)Oc1ccc(Oc2ncc(Cl)cc2Cl)cc1 (configuration not stated) ?
NPSR antag: -2%[46.1 µM]; ALDH1A1 block: -9%; Epigenetic reg: -0.9%; Tau fluor counter: -15%; GAA inh: 0%; GLA spleen mod: 2%; GAA glycogen mod: 11%; GAA spleen mod: -3%

How did Cc1ccc(OCC(=O)NCC2CCCO2)c(C)c1 (configuration not stated) do in these assays?
NPSR antag: -12%; ALDH1A1 block: 1%; Epigenetic reg: 1.1%; Tau fluor counter: 1%; GAA inh: -11%; GLA spleen mod: 7%; GAA glycogen mod: -10%; GAA spleen mod: -22%

What do the screens show for `O=C1CCCc2c1nc(-c1ccc(F)cc1)n2O`?
NPSR antag: 15%; Epigenetic reg: 0.9%; Tau fluor counter: 3%; GLA spleen mod: 5%; GAA glycogen mod: 7%; GAA spleen mod: 0%

Results for Cc1ccccc1-c1cc(=O)c2c(O)cccc2o1 ?
NPSR antag: -7%; Epigenetic reg: 0.2%; Tau fluor counter: 6%; GLA spleen mod: 1%; GAA glycogen mod: 5%; GAA spleen mod: 5%

Results for CCn1c(CNc2ccc(F)cc2)nnc1SCC(=O)Nc1ccccc1OC ?
NPSR antag: -13%[46.1 µM]; ALDH1A1 block: 0%; Epigenetic reg: 1.2%; Tau fluor counter: -15%; GAA inh: -2%; GLA spleen mod: -2%; GAA glycogen mod: 0%; GAA spleen mod: 5%

How did Cc1cc2ccccc2nc1SCC(=O)NC1CCCC1 do in these assays?
NPSR antag: -18%; ALDH1A1 block: inconclusive; Epigenetic reg: 0.8%; Tau fluor counter: -3%; GAA inh: inconclusive; GLA spleen mod: -9%; GAA glycogen mod: 5%; GAA spleen mod: -4%

What do the screens show for `C/C(=N\NC(=O)CN1CCN(S(=O)(=O)c2ccc(C)cc2)CC1)c1ccc(O)cc1`?
NPSR antag: 3%; Epigenetic reg: 0.8%; Tau fluor counter: -11%; GLA spleen mod: 13%; GAA glycogen mod: -28%; GAA spleen mod: -15%

How did C/C(=N\NC(=O)CNC(=O)C(c1ccccc1)c1ccccc1)c1ccc(C(C)(C)C)cc1 do in these assays?
NPSR antag: -8%; ALDH1A1 block: 11%; Epigenetic reg: 1.1%; Tau fluor counter: -3%; GAA inh: -3%; GLA spleen mod: -11%; GAA glycogen mod: 13%; GAA spleen mod: -8%

How did O=C(O)COc1ccc(OCCNC[C@@H](O)COc2ccccc2)cc1 do in these assays?
ALDH1A1 block: 9%; Epigenetic reg: 1.1%; Tau fluor counter: -9%; GLA spleen mod: 9%; GAA spleen mod: 8%

How did COc1ccccc1C(C[N+](=O)[O-])c1c[nH]c2ccccc12 (configuration not stated) do in these assays?
NPSR antag: inconclusive; Epigenetic reg: -0.4%; Tau fluor counter: 32µM*[quencher]; GLA spleen mod: 3%; GAA glycogen mod: -1%; GAA spleen mod: 3%

How did CCc1nc(N2CCN(S(C)(=O)=O)CC2)c2c3c(sc2n1)CCCC3 do in these assays?
NPSR antag: 49%; ALDH1A1 block: inconclusive; Epigenetic reg: -1.0%; Tau fluor counter: -13%; GAA inh: -5%; GLA spleen mod: -10%; GAA glycogen mod: -3%; GAA spleen mod: 1%

Results for COc1cc(C=O)ccc1OCCOCCOc1c(C)cc(Cl)cc1Cl ?
NPSR antag: -19%[46.1 µM]; ALDH1A1 block: inconclusive; Epigenetic reg: 0.8%; Tau fluor counter: -20%; GAA inh: -13%; GLA spleen mod: -15%; GAA glycogen mod: -7%; GAA spleen mod: -26%

How did OCCC1CN(Cc2nc3c(s2)CCCC3)CCN1CCc1ccccc1 (configuration not stated) do in these assays?
NPSR antag: 1%; ALDH1A1 block: inconclusive; Epigenetic reg: 3.5%; Tau fluor counter: -1%; GLA spleen mod: -3%; GAA glycogen mod: -7%; GAA spleen mod: 4%

How did O=C(CCCN1C(=O)CCC1=O)Nc1ccc(Br)cc1F do in these assays?
NPSR antag: -1%[46.1 µM]; ALDH1A1 block: 20%; Epigenetic reg: -0.2%; Tau fluor counter: -15%; GAA inh: -11%; GLA spleen mod: 10%; GAA glycogen mod: 12%; GAA spleen mod: 5%

Structural class: the entries above with a COOH group
What do the screens show for `CC(C)(C)NS(=O)(=O)c1cc(C(=O)O)ccc1Cl`?
NPSR antag: 8%; ALDH1A1 block: 8%; Epigenetic reg: -1.4%; Tau fluor counter: 1%; GAA inh: -1%; GLA spleen mod: 0%; GAA glycogen mod: 7%; GAA spleen mod: 3%

How did O=C(O)COc1ccc(OCCNC[C@@H](O)COc2ccccc2)cc1 do in these assays?
ALDH1A1 block: 9%; Epigenetic reg: 1.1%; Tau fluor counter: -9%; GLA spleen mod: 9%; GAA spleen mod: 8%

This is a subset; rates above refer to the full screens.
